Lipid storage S3: qHTS Assay for Lipid Storage Modulators in Drosophila S3 Cells; Drosophila S3 cells, BODIPY lipid droplet fluorescence, 18-24 h; cells fed with added oleic acid; hit rate 0.64% among 320,000; lipid storage change, negative = inhibition, % at the top dose, mostly 46.1 µM; hits show Potency in µM; AID 2685, 2010; active means well fitted inhibition curve with a large enough effect in the signal ratio, with a control signal flat, not every such curve was filed as active; inconclusive means small, poorly fitted or top-dose-only effect, or effect the other way, or a change in a side signal; the % refers to the signal ratio
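Laser-scanning cytometry quantifies lipid droplet accumulation (500–530 nm total intensity; droplet/cell object ratio) in oleic acid-fed (400 uM added) Drosophila S3 cells treated with a concentration series. 20 uM Triacsin C defined 100% inhibition.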
Lipid storage S3 cell count max: further read-out of Lipid storage S3, marked with its call; cell number change, %; measured here: cell count max response;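 cells counted by Cell Tracker Red CMTPX staining in the red channel; peak over a dose series mostly up to 46.1 µM; percent activity relative to internal control wells on each plate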
Numbers without * were called inactive; i = inactive; ? = inconclusive; . = not tested or not shown. On the % scale 0 is the no-effect control and ±100 the full control effect; potency means the concentration at half of the fitted maximal effect. Some of the compounds tested; count on the stated rates, not on these rows.

Lipid storage S3	Lipid storage S3 cell count max	smiles
?	.	O=C(O)C(Cc1c[nH]c2ccccc12)NS(=O)(=O)c1ccccc1 (centres undefined)
?	.	O=C(CSc1nc(=O)n(CCCN2CCOCC2)c2c1CCCC2)Nc1cccc(F)c1
9.6%	6.6	COc1ccc(Cc2nnc(SCC(=O)Nc3ccc(C)c(Cl)c3)[nH]c2=O)cc1
-5.5%	-3.6	O=C(c1nn(-c2ccccc2)c(=O)c2ccccc12)N1CCN(c2ccccn2)CC1
6.7%	9.2	COc1ccc(F)cc1C(=O)C1CCCN(Cc2cnc(N3CCCC3)s2)C1 (centres undefined)
?	.	O=C/C=C/c1c(-c2ccccc2)cc2oc3ccccc3cc1-2
18.4%	2.8	CC(C)CCNC(=O)c1ccc2c(c1)N(C)C(=O)c1ccccc1S2
-9.1%	2.4	COc1ccc2sc(-c3ccc(N(C)C)cc3)c(C#CCCO)c2c1
16.5%	-12.6	Cc1cc(-c2cc(N)n(-c3ccccc3)n2)c(C)n1C1CCCC1
-2.6%	-25.8	Cc1cc(C)c2oc(-c3cccc(N)c3)nc2c1
?	.	CN(CC(=O)Nc1ccc(F)cc1)C(=O)COC(=O)CCN1C(=O)C2CC=CCC2C1=O (centres undefined)
?	.	CC(C)CCNC(=O)c1cccnc1Sc1ccccc1
-10.4%	-14.9	CCCc1nn2c(=O)cc(CSCC(=O)Nc3ccccc3)nc2s1
?	.	COc1ccccc1N(C)S(=O)(=O)c1ccc(C(=O)NC2CCCCC2)cc1
8.4%	3.0	COC(=O)c1c(-c2c(Cl)cccc2Cl)noc1NC(=O)N(C)C
?	.	CC1([N+](=O)[O-])COC2(OC1)C(=O)Nc1ccccc12 (centres undefined)
1.64µM*	-16.0*	Cc1ccnc2nc(C(=O)Nc3nc(-c4ccccn4)cs3)nn12
0.0%	19.2	Cc1ccc2cc(CCNC(=O)C3CCCCC3)c(=O)[nH]c2c1C
?	.	O=C(CSc1nnc(SCc2ccc(Cl)cc2)s1)N/N=C/c1ccccc1Cl
?	.	CCOC(=O)C1CCCN(Cc2ccccc2F)C1 (centres undefined)
-3.0%	10.6	COc1ccc(C2NS(=O)(=O)N=C2N)cc1 (centres undefined)
?	.	Cc1ccc(O)c(NC(=S)NC(=O)Cc2ccc(Cl)cc2)c1
?	.	Cc1ccc(OCC(=O)NCCNC(=O)c2ccco2)cc1
?	.	CN(/C(=N/S(=O)(=O)c1ccccc1)c1ccccc1)S(=O)(=O)c1ccccc1
?	.	COc1ccc(-n2nc(C(=O)NCC(=O)N3CCC(C)CC3)c3ccccc3c2=O)cc1
?	.	COC(=O)C(F)(Sc1c(C)n(C)n(-c2ccccc2)c1=O)C(F)(F)F (centres undefined)
?	.	Cc1nn(Cc2ccccc2)c(C)c1NC(=O)c1ccc([N+](=O)[O-])cc1[N+](=O)[O-]
?	.	CC(C)(C)CC(C)(C)N=C1NS(=O)(=O)c2cc([N+](=O)[O-])ccc21
?	.	Cc1ccc(S(=O)(=O)/N=C(/Nc2c(C)n(C)n(-c3ccccc3)c2=O)c2ccccc2)cc1
?	.	CCOC(=O)N1CCN(C(=O)CS(=O)(=O)c2cn(Cc3ccccc3Cl)c3ccccc23)CC1
?	.	COc1cc(C(=O)NCC2CCCO2)cc(Br)c1OCc1ccccc1 (centres undefined)
13µM*	-20.7*	CCCN1CCc2c(sc(NC(=O)c3ccc(S(=O)(=O)N(C)c4ccccc4)cc3)c2C(N)=O)C1
?	.	N#CC1(NC(=O)COC(=O)c2cc(=O)[nH]c3ccccc23)CCCCC1
i	.	NC(=O)c1ccc(SCC(=O)OCC(=O)N2CCCC2=O)c([N+](=O)[O-])c1
?	.	FC(F)Sc1ccc(NC(=S)NC(c2ccccc2)c2ccccc2)cc1
?	.	Cc1cccc(C)c1NC(=O)CNC(=O)CCCN1C(=O)c2cccc3cccc(c23)C1=O
?	.	COc1cccc(CNC(=O)CCNC(=O)C2CCN(S(=O)(=O)c3ccccc3)CC2)c1
?	.	CN(C)S(=O)(=O)c1ccc(S(=O)(=O)Nc2ccc3c(c2)oc2ccccc23)cc1
?	.	Cc1n[nH]c(=O)nc1NC1CCCCC1
?	.	COCCCNC(=O)CSc1nc2cc(S(=O)(=O)N3CCCCC3)ccc2o1
-22.8%	-2.9	Cc1c2ccccc2nc2c(F)c(NCCO)c(F)c(F)c12
5.5%	-1.8	CC(C)c1onc(C(=O)Nc2sc3c(c2C#N)CCC3)c1[N+](=O)[O-]
?	.	CCOCCNC(=O)c1ccccc1C(=O)NCCOCC
?	.	COc1ccc(CN(C(=O)c2ccco2)C2CCS(=O)(=O)C2)cc1 (centres undefined)
-0.1%	20.0	Cc1ccc(C2Nc3ccccc3-c3nc4ccccc4n32)o1 (centres undefined)

Structures shown so far containing a cyano group (two):
Lipid storage S3	Lipid storage S3 cell count max	smiles
?	.	N#CC1(NC(=O)COC(=O)c2cc(=O)[nH]c3ccccc23)CCCCC1
5.5%	-1.8	CC(C)c1onc(C(=O)Nc2sc3c(c2C#N)CCC3)c1[N+](=O)[O-]

Exported with values under each structure: entries from further up.
The line under a structure holds: Lipid storage S3	Lipid storage S3 cell count max
NC(=O)c1ccc(SCC(=O)OCC(=O)N2CCCC2=O)c([N+](=O)[O-])c1
→ i	.
FC(F)Sc1ccc(NC(=S)NC(c2ccccc2)c2ccccc2)cc1
→ ?	.
Cc1cccc(C)c1NC(=O)CNC(=O)CCCN1C(=O)c2cccc3cccc(c23)C1=O
→ ?	.
COc1cccc(CNC(=O)CCNC(=O)C2CCN(S(=O)(=O)c3ccccc3)CC2)c1
→ ?	.
CN(C)S(=O)(=O)c1ccc(S(=O)(=O)Nc2ccc3c(c2)oc2ccccc23)cc1
→ ?	.
Cc1n[nH]c(=O)nc1NC1CCCCC1
→ ?	.
COCCCNC(=O)CSc1nc2cc(S(=O)(=O)N3CCCCC3)ccc2o1
→ ?	.

Going on with the list.
Lipid storage S3	Lipid storage S3 cell count max	smiles
?	.	CCc1cccc(C)c1N(C(=O)Cn1c(COC)nc2ccccc21)C(C)COC (centres undefined)
i	.	Cc1csc(NC(=O)CSc2[nH]c(=O)ncc2C)n1
?	.	O=C(Cc1ccccc1)NNC(=O)c1cnccn1
?	.	CC(=O)Nc1ccc(NC(=O)C2CC(=O)N(c3cccc(C)c3C)C2)cc1 (centres undefined)
?	.	O=C(CN1CCN(c2ccccn2)CC1)Nc1ccc(F)cc1F
?	.	CCOC(=O)Cc1nc2cc(Cl)ccc2o1
?	.	CCN(CC)S(=O)(=O)c1ccc(/C(O)=C2/C(=O)C(=O)N(CCOC)C2c2ccccc2)cc1 (centres undefined)
?	.	CC(=O)c1cccc(NC(=O)c2ccc(OCc3c(C)noc3C)cc2)c1
?	.	CC(=O)Nc1ccc(S(=O)(=O)NC(CC(=O)NCCc2ccccc2)C(C)C)cc1 (centres undefined)
9.2%	9.1	O=C(CN1CCN(Cc2ccccc2)CC1)N1CCN(c2ccccc2)CC1
4.3%	-2.4	Cc1csc(Sc2ccc(C(=O)OCC(=O)Nc3ccc(F)cc3[N+](=O)[O-])cc2[N+](=O)[O-])n1
?	.	COc1c2occc2c(OC)c2c(=O)cc(C)oc12
?	.	CCOC(=O)c1c(C)[nH]c(C)c1S(=O)(=O)NCCc1ccco1
-8.9%	-17.8	COc1ccc(-c2ccc(=O)n(Cc3c(F)cccc3Cl)n2)cc1
?	.	CCCCCc1nnc(NC(=O)Cc2cccs2)s1
0.6%	2.4	Cn1cc(/C=C2\SC(=S)N(NC(=O)c3cccc(Cl)c3)C2=O)c2ccccc21
?	.	Cc1ccc(CNC(=O)COC(=O)c2cnc(C)cn2)cc1
?	.	CCOC(=O)C1CCN(C(=O)CCCNC(=O)Cn2cnc3sc(C)c(C)c3c2=O)CC1
?	.	Cc1cccc(C)c1OCCOCCN1CCN(C)CC1
?	.	CC(=O)Nc1ccc(NC(=O)CCS(=O)(=O)c2ccc3c(c2)oc(=O)n3C)cc1
1.9%	12.5	Cc1cc(C(=O)OCC(=O)c2cccc([N+](=O)[O-])c2)c2ccccc2n1
?	.	CC(=O)N1CC(C)Sc2ccc(S(=O)(=O)NCc3ccc(F)cc3)cc21 (centres undefined)
8.6%	4.3	CC(=O)NC(Cc1ccccc1)C(=O)NC1CCN(C(=O)c2ccc([N+](=O)[O-])cc2)CC1 (centres undefined)
i	.	COc1ccccc1-c1noc(-c2ccccc2)n1
i	.	COc1ccc2c(c1OC)C(=O)OC2Nn1cncn1 (centres undefined)
?	.	CCCCCNC(=O)CC1Nc2c3ccccc3nc(=S)n2C1=O (centres undefined)
1.6%	3.1	O=C(Cn1nc(-c2ccccc2)ccc1=O)NCCN1CCN(c2cccc(Cl)c2)CC1
?	.	Cc1nc(Nc2nc3ccccc3o2)nc(C)c1C(=O)Nc1ccc(F)cc1
?	.	O=S1(=O)CCN(OCc2ccc(F)cc2Cl)CC1
?	.	CC(=O)Nc1nnc(SCC(=O)N2CCCc3ccccc32)s1
?	.	CN(C(=O)CSc1nnc(-c2ccccc2F)n1N)C1CCCCC1
-0.3%	10.1	O=C(Nc1ccccc1F)c1cnccn1
?	.	NCc1ccc(S(N)(=O)=O)cc1
19.0%	.	Cc1nc2ccccc2c(=O)n1NC(=O)c1cccc([N+](=O)[O-])c1
?	.	CC(C)(C)C1C/C(=C/c2ccccn2)C(=O)/C(=C/c2ccccn2)C1 (centres undefined)
?	.	Cc1ccc(S(=O)(=O)NCC(=O)NCC(=O)N(C)Cc2ccc3ccccc3c2)cc1C
-23.5%	2.4	CCOC(=O)C1(Cc2cccc(OC)c2)CCCN(Cc2cc(C(C)C)n[nH]2)C1 (centres undefined)
?	.	COc1cc(/C(C)=N/NC(=O)c2nnn(-c3nonc3N)c2-c2cccs2)ccc1O
i	-17.0	c1ccc(C2CCC(N3CCC(N4CCCCC4)CC3)CC2)cc1 (centres undefined)
i	26.0	Cc1nn(-c2ccc(N3CCCCC3)nn2)c(C)c1CCC(=O)Nc1cc(F)ccc1F
?	.	O=C(CCCOc1ccccc1)Nc1nnc(C2CCCO2)s1 (centres undefined)
?	.	CC(=O)Nc1ccc(NC(=O)C(C)OC(=O)c2ccc3[nH]c(C)c(C)c3c2)cc1 (centres undefined)
?	.	c1ccc(Cn2nnc3c(N4CCN(Cc5ccc6c(c5)OCO6)CC4)ncnc32)cc1
i	23.9	O=C(NC1CCN(Cc2ccccc2)CC1)c1ccccc1Cl
?	.	Cc1ccc(NS(=O)(=O)c2cccc(C(=O)N3CCOCC3)c2)cc1
-0.4%	.	Cn1c(=O)c2ncn(CC(=O)NCCOCc3ccccc3Cl)c2n(C)c1=O
?	.	CCOC(=O)/C=C1\SCC(=O)N1CC(=O)NCc1cccc(Cl)c1
?	.	O=C(Oc1ccccc1N1CCOCC1)c1ccccc1
-0.5%	-22.8	COc1ccccc1N/C(N)=N/c1nc(C(F)(F)F)cc(=O)[nH]1
?	.	COC(=O)C(CC(=O)c1ccc(C)cc1)n1cccn1 (centres undefined)
25.3%	.	CCN(CC(=O)Nc1c(F)cccc1F)C(=O)c1ccc(S(=O)(=O)N2CCCCC2)cc1
?	.	Cc1ccc(OCc2nn3c(-c4n[nH]c5c4CCC5)nnc3s2)cc1
-4.0%	-10.5	COc1ccc(CNC(=O)C(C)Cc2ccccc2)cc1O (centres undefined)
?	.	CN(CC(=O)NNC(=O)CCNS(=O)(=O)c1ccccc1)S(=O)(=O)c1ccc(Cl)cc1
?	.	CCc1ccc(CCC(=O)Nc2nc(CC(C)=O)ns2)o1
1.4%	7.8	Cc1ccc(-c2nnc(COC(=O)c3cc(=O)[nH]c4ccccc34)o2)cc1
17.4%	-4.5	c1ccc2oc(C3=NNC(=NC4CC4)SC3)cc2c1
?	.	Cc1ccc(OCc2cc(C(=O)N3CCCC(O)C3)no2)cn1 (centres undefined)
?	.	N#Cc1cnn(-c2cccc(Cl)c2)c1N
?	.	O=C(O)c1nccnc1C(=O)NCc1csc2ccc(Cl)cc12

(further entries)
Lipid storage S3	Lipid storage S3 cell count max	smiles
10.8%	-14.3	CC(=O)c1ccc(NC(=O)N[C@@H](CC(C)C)C(=O)O)cc1
?	.	CCCS(=O)(=O)c1ccc(COC(=O)c2ccc(NC(C)=O)cc2)cc1
?	.	O=C(/C=C/c1cccs1)N1CCN(c2ccc(F)cc2)CC1
?	.	O=C1CC(/C=C/c2ccccc2)=Nc2ccccc2N1
?	.	C=CCn1c(=S)[nH]c2nc3c(cc2c1=O)CCCC3
?	.	CN1CCN(C(=O)CCN2C(=O)/C(=C\c3ccccc3F)SC2=S)CC1
-1.2%	24.0	Clc1ccc2c(c1)-c1[nH]ncc1CS2
i	-1.9	O=C(c1cc2ccccc2oc1=O)N1CCN(c2ccccn2)CC1
?	.	O=C(NCc1ccc2c(c1)OCO2)c1ccc(CS(=O)Cc2cccc(Cl)c2)o1 (centres undefined)
10.8%	-1.5	Cc1ccc(/C=C/C(=O)O)cc1S(=O)(=O)N(CCO)CCO
-1.6%	-2.0	COC(=O)c1sc2ccccc2c1-n1cccc1C(=O)C(=O)Nc1ccccc1
?	.	COc1ccc(S(=O)(=O)Nc2ccc(-c3ccc4nncn4n3)cc2)c(OC)c1
?	.	Cc1ccc(NCc2ccccc2O)cc1C
10.0%	10.1	C=CCNC(=S)Nc1ccc(OC(F)F)c(Cl)c1
29.6%	15.4	COc1cc2c(cc1OC)C(C)N(C(=O)c1cc(C)on1)CC2 (centres undefined)
?	.	Cn1c(SCc2ccon2)nc2ccccc2c1=O
?	.	CCOC(=O)c1cccc(NC(=O)C(C)N2C(=O)c3ccccc3C2=O)c1 (centres undefined)

Screening results: PubChem BioAssay, National Center for Advancing Translational Sciences (NCATS)
